# HT1080-NT tox: kills 2HG-producing HT-1080-NT fibrosarcoma cells | HT-1080-NT fibrosarcoma viability, CellTiter-Glo ATP luminescence, 48 h | AID 686970 | hit rate 1.6% among 360,000 | Potency, µM (series often up to 46.1 µM), for the others: at the top dose activity, negative = less viability, hits mostly cytotoxic;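 further: NT is the 2HG producing partner of a matched IDH1 knockdown line; potency means the concentration at half of the fitted maximal effect; 0% = DMSO-treated cells and -100% = media-only wells without cells; nearly all actives have a fitted effect of over 55% in size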
#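 HT-1080-NT; 750 cells/well; 5% FBS RPMI; 48 h compound, 37 degrees C; CellTiter-Glo luminescence; curve fitting and curve-class assignment.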
# KB-3-1 cytotox: kills parental KB-3-1 adenocarcinoma cells; KB-3-1 viability, CellTiter-Glo ATP luminescence, 72 h; Potency, µM (top dose mostly 46.1 µM), for the others: at the top dose activity change, negative = cytotoxic, actives largely listed as cytotoxic; hit rate 1.4% among 400,000; further: potency means the concentration at half of the fitted maximal effect; on the % scale 0 is the no-effect control and ±100 the full control effect; nearly all actives have a fitted effect of over 60% in size
#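 Screening of KB-3-1 cells (DMEM, 10% FBS, phenol-red free) ran from lowest to highest compound concentration; after 72 h at 37 °C viability was read luminescently and curves fitted.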
# IL1B secr inh: inhibitors of inflammasome signaling (IL-1 beta secretion); THP-1 LPS/ATP IL-1B secretion, AlphaLISA, 16 h; hits give low values; activity change, % at 57.5 µM; hit rate 4.7% among 360,000; in the data active means activity change below about -50%; inconclusive means mostly about -30% to -49%; further: on the % scale 0 is the no-effect control and ±100 the full control effect
#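 Secreted IL-1B measured by AlphaLISA bead assay after 16 h compound exposure of THP-1 cells; compounds (final up to 57.5 uM) added 1 h before LPS (250 ng/mL) and ATP (1.25 mM) stimulation; lower signal means less secretion.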
# MCF10A rerep: DNA re-replication induction in MCF 10a cells; MCF 10A DNA re-replication, Hoechst nuclear intensity, 48 h; Potency, µM (top dose mostly 46.1 µM), without a hit: at the top dose activity, positive = re-replication, most hits filed as activators; hit rate 2.9% among 350,000; further: potency means the concentration at half of the fitted maximal effect; % of control where 0% means no effect; nearly all actives have a fitted effect of over 50% in size
# SW480 rereplic: inducers of DNA re-replication in SW480 colon cancer cells; SW480 DNA re-replication, Hoechst DNA content imaging, 48 h; Potency, µM (highest dose often 46.1 µM), for inactives: at the highest dose re-replication activation, usual class: activators; hit rate 1.8% among 340,000; AID 624297; further: potency means the concentration at half of the fitted maximal effect; % of control where 0% means no effect; nearly all actives have a fitted effect of over 55% in size
#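 SW480 cells exposed to compounds for 48 hr at 37 C, 5% CO2, then Hoechst-stained 40 min. Nuclear DNA content imaged by fluorescence scanning (405 nm excitation, 500-530 nm emission); re-replication scored as increased high-intensity nuclei.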
# KB-V1 MDR tox: KB-V1 MDR subline cytotoxicity. KB-V1 MDR cells viability, CellTiter-Glo, 72 h. Potency, µM (series often up to 46.1 µM), without a hit: at the highest dose activity change, negative = cytotoxicity, most hits filed as cytotoxic. hit rate 3.4% among 400,000. AID 1347076; further: potency means the concentration at half of the fitted maximal effect; on the % scale 0 is the no-effect control and ±100 the full control effect; nearly all actives have a fitted effect of over 60% in size
#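 qHTS viability screen in drug-selected KB-V1 MDR cells: 72 h compound treatment at 37 degrees C, ATP luminescence end point.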
# HT1080 IDH1KD tx: kills HT-1080 cells with IDH1 knockdown; HT-1080 IDH1 knockdown viability, ATP luminescence, 48 h; Potency, µM (titrated, usually from 46.1 µM), without a hit: top-dose activity, negative = toxicity, usual class: cytotoxic; hit rate 2% among 360,000;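 further: potency means the concentration at half of the fitted maximal effect; 0% = DMSO wells and -100% = cell-free medium wells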
#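 CellTiter-Glo luminescence after 48 h compound exposure at 37 degrees C of IDH1-knockdown HT-1080 cells in 5% FBS RPMI. %Activity scaled between DMSO wells and cell-free media wells, with curves fitted and assigned curve classes.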
# ATXN2 expr inh: ATXN2 expression inhibition; HEK-293 ATXN2-luciferase reporter, luminescence, 24 h; hit rate 0.72% among 360,000; Potency, µM (titrated, usually from 57 µM), for inactives: top-dose activity change, negative = inhibition, usual class: inhibitors; AID 1745845; further: potency means the concentration at half of the fitted maximal effect; on the % scale 0 is the no-effect control and ±100 the full control effect; nearly all actives have a fitted effect of over 55% in size
#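 ATXN2-luciferase reporter cells (luciferase flanked by upstream and downstream ATXN2 gene portions) were treated 24 h at 37 °C with compounds at up to 57 uM. SteadyGlo luminescence gave expression; GF-AFC fluorescence gave viability.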
# S2 tox: viability counter-screen for ATXN expression inhibitors | S2 cells (HEK-293 line with an ATXN2-luciferase reporter) viability, CellTiter-Fluor protease fluorescence, 24 h | Potency, µM (series often up to 56.7 µM), actives largely listed as cytotoxic | hit rate 0.49% among 400,000 | AID 651635; further: potency means the concentration at half of the fitted maximal effect; nearly all actives have a fitted effect of over 40% in size
# Active calls of the source: *; i = inactive; ? = inconclusive; / = not tested or not shown; & = joins results of further samples; [ ] = another dose, or the depositor's remark. Unless noted, the call rests on the fitted dose curve; in most records, active means well fitted curve in the direction sought with a large enough effect; inconclusive means small, poorly fitted or top-dose-only effect, or another doubt; inactive means no such curve, though single readings can be large; an effect the other way counts as inactive or inconclusive.
SMILES,HT1080-NT tox,KB-3-1 cytotox,IL1B secr inh,MCF10A rerep,SW480 rereplic,KB-V1 MDR tox,HT1080 IDH1KD tx,ATXN2 expr inh,S2 tox
CCc1cccc(N(CC(=O)NCc2ccc(F)cc2)C(=O)c2csnn2)c1,-2%,-6%,-10,-1%,-2%,-18%,0%,11%,i
O=C(CN1C(=O)c2cccc3cccc(c23)C1=O)NCCCO,17%,15%,-13,-1%,-11%,-1%,18%,0%,i
COc1ccc(C2=NOC(CNC(=O)c3ccccc3Br)C2)c(OC)c1 (stereo not given),12%,5%,?,-6%,5%,-17%,5%,/,i
COc1ccc(C(=O)Nc2ncc3c(n2)-c2ccccc2CC3)cc1,?,1%,-2,20%,13%,13µM*,?,-8%,i
Cc1cc(C(=O)OCC(=O)Nc2ccc(F)cc2F)c(C)o1,3%,-6%,-55*,-5%,-8%,-6%,2%,6%,i
CN(C)CCCN1C(=O)c2oc3ccc(Cl)cc3c(=O)c2C1c1cccnc1 (stereo not given),2%,-1%,15,1%,-4%,-3%,4%,6%,i
COCCOC(=O)c1c(C)n(C)c2ccc(OC(=O)c3ccccc3OC)cc12,-2%,-1%,-11,7%,-4%,-1%,2%,/,?
O=[N+]([O-])c1cc2cccnc2c2ncccc12,?,0.12µM*,90,0%,15µM*,-11%,?,/,?
O=C(c1ccc2c(c1)N(Cc1ccc(F)cc1)C(=O)CS2)N1CCOCC1,-2%[9.24 µM],13%,-3,-5%,-5%,-10%,1%,1%,i
Cc1ncc(S(=O)(=O)c2ccccc2)c(-c2ccccc2Cl)n1,-8%,-2%,-17,-2%,-5%,-15%,-9%,-4%,i
CCOC(=O)NN1C(=O)c2ccccc2NC1(C)C,-8%,15%,-3,-10%,4%,-7%,-3%,-25%,i
O=c1c2cn(Cc3ccc(F)cc3)c3ccc(F)cc3c-2nn1Cc1ccc(F)cc1,5%,1%,20,-28%,-2%,-3%,6%,2%,i
CC(C)N1CC(C(=O)Nc2ccc(Cl)c([N+](=O)[O-])c2)CC1=O (stereo not given),-2%,0%,-1,4%,-7%,3%,3%,/,i
CCOc1ccc(/C(O)=C2/C(=O)C(=O)N(CCOCCO)C2c2ccccc2)cc1 (stereo not given),11%,15%,-4,0%,11%,18%,6%,-3%,i
CCc1ccc(NC(=O)c2sc3nc(C)cc(C)c3c2NC(=O)c2ccccc2)cc1,/,-19%,/,/,/,-5%,/,10%,i
O=C(CSc1nc(C2CC2)nc2ccccc12)N1CCc2ccccc21,-15%,-2%,-11,?,1%,-5%,-5%,-6%,i
Cc1cccc(C(C)C)c1NS(=O)(=O)c1cn(C)nc1C,7%,7%,9,-1%,-15%,23%,10%,-8%,i
Cc1nc(C)n(C(Oc2ccc(Cl)cc2Cl)C(=O)C(C)(C)C)n1 (stereo not given),0%,1%,-6,?,3%,?,-1%,-12%,i
CCC1CCCCN1CC(C)(C)NS(=O)(=O)c1ccccc1 (stereo not given),13%,12%,16,4%,-9%,0%,7%,5%,i
CC1C(=O)N2CCCc3cc(S(=O)(=O)N4CCN(c5ccc(F)cc5)CC4)cc1c32 (stereo not given),-1%,3%,34,?,-2%,22%,10%,-15%,i
O=C(NC(O)C(=O)c1ccccc1)c1ccc(F)cc1 (stereo not given),-6%,3%,11,16%,5%,6%,12%,0%,i
O=C(CC(NC(=O)OCc1ccccc1)C(=O)OCc1ccccc1)OCc1ccccc1 (stereo not given),4%,3%,-12,-5%,-3%,15%,11%,-17%,?
CCOc1ccc(Cn2nnc(C(=O)NCc3ccc(OC)cc3)c2N)cc1,-7%,1%,-2,11%,-3%,4%,?,-6%,i
C=CCn1c(=N)n(CC(=O)c2ccccc2)c2ccccc21,-2%,-11%,?,4%,-2%,-16%,-19%,-12%,i
Cc1cc(S(=O)(=O)Nc2cc3c(cc2N2CCOCC2)n(C)c(=O)n3C)ccc1F,/,1%,/,/,/,-3%,/,8%,i

# The final 3 entries of the part before lead into the next.
SMILES,HT1080-NT tox,KB-3-1 cytotox,IL1B secr inh,MCF10A rerep,SW480 rereplic,KB-V1 MDR tox,HT1080 IDH1KD tx,ATXN2 expr inh,S2 tox
CCOc1ccc(Cn2nnc(C(=O)NCc3ccc(OC)cc3)c2N)cc1,-7%,1%,-2,11%,-3%,4%,?,-6%,i
C=CCn1c(=N)n(CC(=O)c2ccccc2)c2ccccc21,-2%,-11%,?,4%,-2%,-16%,-19%,-12%,i
Cc1cc(S(=O)(=O)Nc2cc3c(cc2N2CCOCC2)n(C)c(=O)n3C)ccc1F,/,1%,/,/,/,-3%,/,8%,i
Cn1ncc([N+](=O)[O-])c1C(=O)N/N=C/c1cccc([N+](=O)[O-])c1,-12%,-3%,-2,0%,-4%,-1%,-22%,/,i
O=S(=O)(c1ccc(Cl)cc1)N1CCN(c2ncccn2)CC1,10%,4%,-2,2%,-5%,?,5%,-20%,i
CCn1cc(Cl)c(C(=O)N2N=C3/C(=C/c4cccs4)CCCC3C2c2cccs2)n1 (stereo not given),?,?,?,23%,18µM*,21µM*,-29%,-15%,?
CC1CCCC(NC(=O)CSc2nnnn2C)C1C (stereo not given),-1%,9%,22,3%,0%,6%,9%,2%,i
COc1ccc(CNC(=O)NCCc2c[nH]c3ccccc23)cc1,6%,2%,-15,13%,-2%,11%,7%,?,i
COc1ccccc1CNc1nc(Nc2ccccc2-n2cccn2)c2sccc2n1,?,-1%,-15,/,/,?,?,0%,16µM*
C[C@@H]1CN([C@@H](C)CO)C(=O)c2cc(NC(=O)C3CC3)ccc2O[C@@H]1CN(C)C(=O)NC1CCCCC1,9%,-3%,16,-5%,-5%,-25%,10%,4%,i
O=C1C=C(c2ccc(-c3ccccc3)cc2)C[C@@H](c2ccc(F)cc2)C1,26%,-1%,-23,11%,-8%,2%,17%,9%,i
CCc1ccc(CN(C)C(=O)c2cc(S(=O)(=O)N3CCOCC3)ccc2N2CCCC2)cc1,3%,1%,6,21%,24%,-15%,1%,-5%,i
Cc1cccc(NC(NC(=O)c2ccccn2)C(Cl)(Cl)Cl)c1 (stereo not given),2%,0%,15,1%,-3%,-1%,7%,-1%,i
O=C(NCCN1C(=O)S/C(=C\c2cccc(Cl)c2Cl)C1=O)C1=COCCO1,?,21µM*,i,2.6µM*,?,15µM*,?,-3%,?
COc1ccc(-n2c(Cc3cccn3C)nnc2SCC(=O)Nc2ccc(F)cc2)cc1,0%,8%,-15,1%,-3%,-12%,-4%,3%,i
Cc1cc(C)n(-c2nc(NCc3cccnc3)c3c4c(sc3n2)COC(C)(C)C4)n1,?,?,?,2%,8%,?,23µM*,14%,i
O=C(CCSc1ccccc1)NCc1cccnc1,-1%,-2%,18,-2%,-2%,-6%,-4%,-6%,i
Fc1ccc(Br)cc1/C=N/n1cnnc1,6%,8%,6,-3%,-2%,0%,12%,4%,i
COc1ccc(NC(=O)c2cc(-c3cc(OC)c(OC)c(OC)c3)nc3ccccc23)c(OC)c1,-9%,-2%,43,?,2%,?,-10%,-4%,i
Cc1cccc(C(=O)NNC(=O)c2ccccc2)c1,23%,3%,5,0%,-33%[inhibitor],1%,26%,-6%,?
CN(C)S(=O)(=O)c1cccc(NC(=S)N/N=C/C(=O)c2ccccc2)c1,-9%,3%,7,-4%,?,-33%,-17%,-21%,i
CN(c1ccc(F)cc1)S(=O)(=O)c1ccc2[nH]cc(C(=O)O)c(=O)c2c1,6%,19%,29,0%,-3%,?,10%,-4%,?
Cc1nn(-c2ccccc2)c(Cl)c1/C=N/Nc1nncc(=O)[nH]1,2%,20%,0,1%,-3%,6%,3%,11%,i
Cc1cccc(N2CCN(C(=O)C(C)C)CC2)c1C,27%,-9%,-1,4%,-33%[inhibitor],-8%,22%,-28%,i
COc1cccc(/C=N/n2cnnc2)c1OCc1ccccc1,-3%,-8%,-18,-1%,5%,-14%,-1%,-4%,i
CCCCCCCNC(=O)C1(CC2CC(c3cccc(Br)c3)=NO2)CCN(C(=O)Cc2ccc(F)cc2)CC1 (stereo not given),-5%,-16%,-59*,?,-2%,-7%,-3%,-3%,i
CC(C)(C)c1ccc(C(=O)N2CCC3(CC2)NCCc2[nH]cnc23)cc1,-1%,-20%,25,-1%,16%,?,-2%,-16%,i
O=C1Cc2ccccc2Sc2ccc(O)cc21,-24%,1%,25,5%,-2%,-7%,-11%,-20%,i
# (more compounds)
SMILES,HT1080-NT tox,KB-3-1 cytotox,IL1B secr inh,MCF10A rerep,SW480 rereplic,KB-V1 MDR tox,HT1080 IDH1KD tx,ATXN2 expr inh,S2 tox
Cc1ccc(Cl)cc1NC(=O)C1CCN(S(=O)(=O)c2cccc3nonc23)CC1,/,0%,/,/,/,-19%,/,-19%,?
Cc1ccccc1-c1cc(C(=O)NCc2ccc3c(c2)OCO3)n(CC2CC(c3cccnc3)=NO2)n1 (stereo not given),-1%,2%,2,?,0%,8%,-10%,-21%,i
COc1ccc(S(=O)(=O)N(C)CC(=O)N2CCCCCC2)cc1,1%,-7%,-7,?,?,-2%,20%,5%,i
Cc1cccc(CC(C)NC(=O)c2oc3c(F)cccc3c2C)n1 (stereo not given),-6%,0%,-1,14%,-1%,0%,-13%,26%,i
CCOc1ncccc1C(=O)OCC(=O)c1cc(OC)ccc1OC,-4%,-17%,9,-8%,-1%,-8%,9%,-6%,i
CCOc1ccc(NC(=S)NCCCN2CCN(C3CCCCC3)CC2)cc1,-1%,-4%,0,-2%,-4%,-1%,-6%,2%,i
Cc1cccc(C)c1NC(=O)CN1CCCC1,5%,3%,27,-17%&1%,-18%&-2%,3%,9%,-4%&1%,i
COc1cc(-c2noc(-c3ccc(NCCc4ccccc4)c([N+](=O)[O-])c3)n2)cc(OC)c1OC,/,4%,/,/,/,?,/,10%,i
CC(C)(C)c1cc(C(=O)Nc2ccc(F)cc2)n(Cc2ccc(F)cc2)n1,?,?,?,21µM*,1%,?,?,/,?
